Source: PubChem BioAssay (Sanford-Burnham Center for Chemical Genomics)
Jurkat NFkB inh: inhibitors of the PMA/ionomycin-induced NF-kB reporter in Jurkat cells; PMA/ionomycin-induced NF-kB luciferase reporter, luminescence; inhibition, % at 4 µM; hit rate 0.53% among 330,000; AID 435003
HKDC1 inhibitor: inhibitors of human hexokinase HKDC1 | hit rate 0.16% among 340,000 | recombinant HKDC1, G6PDH/diaphorase resazurin coupled fluorescence | inhibition, % at 20 µM;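 active means inhibition above about 35% when tested at 20 µM, limit read from the data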;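 further: plate controls were DMSO wells with enzyme for no effect and DMSO wells lacking enzyme for full effect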
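Material – in-house recombinant HK5 (HKDC1) enzyme · Quantity – HKDC1 at 5 µg/mL · Buffer or medium – pH 8.0 Tris buffer with 10 mM MgCl2 · Reagent – glucose with 1 mM ATP · Dosing – single 20 µM dose · Times – reaction time 90 min, room temperature, protected from light · Technique – resorufin fluorescence at 613 nm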
697 NFkB inh: inhibitors of the PMA/ionomycin-induced NF-kB reporter in 697 B cells; hit rate 0.33% among 330,000; inhibition, % at 4 µM; 697 B-cell NF-kB luciferase reporter, 16 h; in the data active means inhibition above about 35%
SENP7 block: SENP7 protease inhibition; Q9BQF6; recombinant SENP7, Z-RLRGG-aminoluciferin luminescence, 40 min; inhibition, % at 5 µM; hit rate 1.5% among 330,000; AID 434973;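 active means inhibition above about 50% at the single test dose, limit read from the data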;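 further: plate controls were DMSO with enzyme for no effect and no enzyme buffer wells for full effect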
UBC13 inh: human UBC13 polyubiquitination inhibition; P61088; inhibition, % at 20 µM; hit rate 0.47% among 330,000; AID 485273; UBC13 polyubiquitin chain formation, TR-FRET; in the data active means inhibition above about 45%, passing the limit was not always enough
Gli-Sufu block: Gli-Sufu pathway antagonism; Sufu-KO-LIGHT fibroblasts, Gli luciferase reporter luminescence; inhibition, % at 5 µM; hit rate 0.74% among 340,000;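 active means inhibition above about 55%, limit read from the data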;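 further: 0% = DMSO-treated cells and 100% = wells with medium but no cells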
Apaf-1 inh: human Apaf-1 inhibition | hit rate 0.71% among 330,000 | inhibition, % at 20 µM | reconstituted apoptosome caspase-3 activity, DEVD-Rh110 fluorescence | O14727 | AID 489030; active means inhibition of at least 40% at 20 µM;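 further: plate controls were DMSO wells for no effect and DEVD-CHO caspase inhibitor wells for full effect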
Target sequence (O14727 whole entry, looked up): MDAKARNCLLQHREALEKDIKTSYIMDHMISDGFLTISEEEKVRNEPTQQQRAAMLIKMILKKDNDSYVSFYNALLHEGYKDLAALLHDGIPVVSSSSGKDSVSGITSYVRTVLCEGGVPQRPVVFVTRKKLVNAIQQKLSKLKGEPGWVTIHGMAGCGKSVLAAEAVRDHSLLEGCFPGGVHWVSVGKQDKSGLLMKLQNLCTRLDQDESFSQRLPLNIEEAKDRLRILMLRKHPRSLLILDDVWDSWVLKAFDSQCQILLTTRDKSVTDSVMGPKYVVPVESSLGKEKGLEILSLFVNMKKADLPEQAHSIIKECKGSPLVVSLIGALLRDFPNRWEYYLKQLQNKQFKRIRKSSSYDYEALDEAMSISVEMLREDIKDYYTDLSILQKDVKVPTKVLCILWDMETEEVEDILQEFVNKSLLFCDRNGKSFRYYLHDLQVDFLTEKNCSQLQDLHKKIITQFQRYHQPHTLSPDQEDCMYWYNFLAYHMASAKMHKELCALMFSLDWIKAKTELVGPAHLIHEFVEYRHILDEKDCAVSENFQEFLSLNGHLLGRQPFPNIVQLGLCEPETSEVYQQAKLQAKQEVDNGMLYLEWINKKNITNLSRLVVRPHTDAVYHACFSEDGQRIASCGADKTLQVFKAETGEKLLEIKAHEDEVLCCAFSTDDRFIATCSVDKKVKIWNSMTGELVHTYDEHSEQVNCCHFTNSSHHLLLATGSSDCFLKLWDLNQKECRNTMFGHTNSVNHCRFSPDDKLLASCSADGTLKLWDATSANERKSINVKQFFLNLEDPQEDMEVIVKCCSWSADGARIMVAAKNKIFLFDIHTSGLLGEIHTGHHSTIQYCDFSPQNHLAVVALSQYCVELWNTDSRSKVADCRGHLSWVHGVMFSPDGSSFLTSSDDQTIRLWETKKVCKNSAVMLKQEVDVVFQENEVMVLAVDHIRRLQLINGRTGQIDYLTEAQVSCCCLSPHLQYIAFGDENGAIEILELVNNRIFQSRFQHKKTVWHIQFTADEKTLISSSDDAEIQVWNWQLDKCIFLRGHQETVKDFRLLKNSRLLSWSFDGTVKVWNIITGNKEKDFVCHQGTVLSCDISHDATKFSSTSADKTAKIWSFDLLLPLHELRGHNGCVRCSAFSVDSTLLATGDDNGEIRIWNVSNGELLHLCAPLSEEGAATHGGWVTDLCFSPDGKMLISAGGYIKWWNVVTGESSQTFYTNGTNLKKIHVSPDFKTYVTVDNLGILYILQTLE
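Material: reconstituted apoptosome with Apaf-1, cytochrome c, caspase-9, procaspase-3, dATP. Technique: Rh110 fluorescence intensity. Buffer or medium: pH 7.5 Hepes buffer with CHAPS, BSA, DTT. Times: 30 min plus 50 min, RT.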
SENP8 block: blocks the human protease SENP8. Q96LD8. purified SENP8, Z-RLRGG-aminoluciferin cleavage, luminescence. inhibition, % at 10 µM. hit rate 1.2% among 330,000. AID 2540
Starred values were filed as active, the others as inactive; x = no result given. Unless noted, no stated cut-off is given here; in the data, active means inhibition above about 50%; inactive means the rest.

Screens in order: Jurkat NFkB inh	HKDC1 inhibitor	697 NFkB inh	SENP7 block	UBC13 inh	Gli-Sufu block	Apaf-1 inh	SENP8 block
1) CCOCCCNC(=O)C(c1ccc(Cl)cc1)N1CCN(C(=O)c2ccco2)CC1 (centres undefined)
  3	-4	-6	3	0	8	1	2
2) COc1cccc(NC(=O)c2ccc(N3C(=O)C4CC=C(C)CC4C3=O)cc2)c1 (centres undefined)
  14	-4	-16	1	2	-1	5	6
3) Cc1ccc(S(=O)(=O)N(CCCN2CCCC2=O)Cc2cc3c(C)ccc(C)c3[nH]c2=O)cc1
  8	0	6	-1	-1	6	13	-5
4) CCOC(=O)CSC1=C(C#N)C(c2ccc(C)cc2)C(C(=O)OC)C(=O)N1 (centres undefined)
  -5	-1	-7	1	-10	3	0	-3
5) O=C(COc1ccc(Br)cc1)Nc1ccccc1C(=O)N1CCOCC1
  17	-5	6	-7	7	-2	-21	0
6) CCN(CC)S(=O)(=O)c1ccc(N2CCOCC2)c(NS(=O)(=O)c2ccc(C)c(C)c2)c1
  -8	2	4	3	1	24	14	3
7) COc1cc(-c2cn[nH]c2N)cc(OC)c1OC
  8	-17	-2	-5	-11	3	-5	5
8) O=C(CSc1nnc2ccccn12)c1ccccc1
  -58	2	-33	3	-13	39	7	-11
9) C=C1CCC(C)C(C)(CCC2=CCOC2=O)C/C=C\C=C/1C(=O)O (centres undefined)
  4	-4	26	-8	-7	6	-9	6
10) Cn1c(=O)c(C(=O)Nc2ncccc2O)c(O)c2ccccc21
  -30	-5	-91	-6	-11	9	1	-1
11) CCOP(=O)(NC(c1ccccc1)c1nc2ccccc2[nH]c1=O)OCC (centres undefined)
  -18	-2	10	-1	32	6	2	0
12) COc1ccccc1NC(=O)NCCC1=CCCCC1
  -21	-13	4	6	4	-7	4	2
13) Cc1cccc(CNC(=O)C2CCC(=O)N(Cc3ccccc3F)C2)n1 (centres undefined)
  2	-4	13	-20	-6	1	1	-6
14) CS(=O)(=O)N1CCc2cc(S(=O)(=O)N3CCCCC3)ccc21
  -15	-1	-10	1	-2	25	-10	-7
15) Cc1c(OCC(=O)NCC2CCC(C(=O)O)CC2)ccc2c3c(c(=O)oc12)CCC3 (centres undefined)
  8	13	22	-4	1	1	-7	7
16) O=C(NNS(=O)(=O)c1ccccc1Cl)C1COc2ccccc2O1 (centres undefined)
  -11	4	3	-6	-5	-15	-1	0
17) NC(=O)C1CCN(C(=O)CC2(CC(=O)O)CCCCC2)CC1
  -2	-8	23	-3	2	-4	-2	-1
18) O=C(Nc1ccccc1C(=O)NCc1ccco1)c1ccccc1
  -7	7	-8	-5	1	-2	-2	1
19) COc1ccc(-n2c(Cc3cccn3C)nnc2SCC(=O)Nc2cccc(Cl)c2)cc1
  -10	-2	-4	8	-2	1	9	-11
20) CCc1ccc2oc(-c3cccc(NC(=O)c4cccnc4)c3)nc2c1
  -102	-3	-190	47	3	10	20	37
21) COc1ccccc1-c1cc(C(F)(F)F)nc(N2CCN(c3ccc(F)cc3)CC2)n1
  6	-2	-7	-5	14	-3	2	-1
22) Cc1cccc(NC(=O)Cn2c(=O)n(CCc3c[nH]c4ccccc34)c(=O)c3cccnc32)c1
  6	x	11	2	-15	x	3	0
23) CC(C)CN1CCN(Cc2cccn2-c2ccc(Cl)cn2)CC1CCO (centres undefined)
  12	-2	12	3	4	-18	-5	5
24) Cc1ccccc1N1CCN(Cc2c[nH]c3ccccc23)CC1
  1	3	-19	-12	13	-6	3	-5
25) c1ccc(CNc2nc3ccccc3n3cnnc23)nc1
  3	-1	6	10	4	-4	7	-3
26) Clc1ccc(OCc2nc(-c3ccc(Br)o3)no2)cc1
  12	-2	1	-5	3	-6	5	0
27) O=C(O)c1ccc(/C=C/c2ccc3cccc(O)c3n2)cc1
  -20	0	-134	98*	-21	-31	13	95*
28) Cc1cc(-c2ccc(C)c(S(=O)(=O)NCc3ccc(Br)cc3)c2)on1
  23	1	-15	-3	6	-5	21	-6
29) Cc1cc(C)c(NC(=O)CSc2nc3ccc(NC(=O)CSc4nnnn4Cc4ccccc4)cc3s2)c(C)c1
  0	5	-5	8	-10	0	5	1
30) CC(=O)c1ccc(Cc2cnc(N)s2)cc1
  5	-2	1	3	0	-17	1	0

Another view of three compounds above:
no.	smiles	Jurkat NFkB inh	HKDC1 inhibitor	697 NFkB inh	SENP7 block	UBC13 inh	Gli-Sufu block	Apaf-1 inh	SENP8 block
7	COc1cc(-c2cn[nH]c2N)cc(OC)c1OC	8	-17	-2	-5	-11	3	-5	5
8	O=C(CSc1nnc2ccccn12)c1ccccc1	-58	2	-33	3	-13	39	7	-11
9	C=C1CCC(C)C(C)(CCC2=CCOC2=O)C/C=C\C=C/1C(=O)O (centres undefined)	4	-4	26	-8	-7	6	-9	6

Later entries:
Screens in order: Jurkat NFkB inh	HKDC1 inhibitor	697 NFkB inh	SENP7 block	UBC13 inh	Gli-Sufu block	Apaf-1 inh	SENP8 block
31) C#CNC(=O)C1(CC=C)CCNCC1
  -14	-6	-5	8	-1	-9	-4	0
32) Nc1c(C(=O)c2ccccc2)sc2nsc(SCCN3CCOCC3)c12
  7	2	-18	-10	1	-38	6	-1
33) COc1ccc(CNC(=O)c2ccccc2SCC(=O)NCc2ccco2)cc1
  4	3	-8	3	-8	5	-10	16
34) CSc1nnc(Cn2c(=O)sc3ccccc32)n1-c1ccccc1
  5	-5	17	3	-8	0	-1	-8
35) O=C(c1ccccc1F)N1CCN(c2ccc([N+](=O)[O-])c3ncccc23)CC1
  22	-4	-18	-4	10	4	-20	-4
36) Cc1oc(-c2ccc(Cl)cc2)nc1CS(=O)CC(=O)NC1CCCCCC1 (centres undefined)
  11	-2	-9	3	2	22	2	4
37) COc1ccc(/C=C/C(=O)NC(=S)Nc2ccc(S(=O)(=O)Nc3cc(C)on3)cc2)cc1
  -9	3	-17	4	-16	20	18	-3
38) Cc1nc(CNS(=O)(=O)c2ccc3c(c2)CCCC3)cs1
  7	0	-9	6	4	6	4	2
39) O=C(Nc1ccccc1)c1ccc(-c2ccccc2Cl)o1
  -100	-1	13	60*	3	15	11	21
40) O=C(/C=C/c1ccccc1)Nc1cc(S(=O)(=O)N2CCOCC2)ccc1N1CCOCC1
  15	2	-6	0	-4	-19	5	6
41) CCCOc1ccc(-c2nc(C#N)c(N3CCN(CC)CC3)o2)cc1
  -18	-2	1	7	9	-1	18	8
42) O=C(CNS(=O)(=O)c1cccc(Br)c1)NCCCc1ccccc1
  1	-4	-17	-4	-3	-8	11	-12
43) CC(=O)Nc1ccc(OCc2cccc3ccccc23)cc1
  -1	6	-14	-1	7	-5	-5	0
44) Cc1cc(C(=O)N/N=C/c2ccc(Br)o2)n[nH]1
  16	1	14	1	-4	-9	0	4
45) CCC(C)(C)NC(=O)C(c1ccc(C)cc1)N(CC1CCCO1)C(=O)CCC(=O)Nc1ccccn1 (centres undefined)
  2	-4	5	1	5	15	16	-1
46) O=C(/C(=C/c1cccc(Cl)c1)c1nc2ccccc2[nH]1)c1ccccc1
  -29	-4	-78	-2	-16	-68	21	-4
47) COC(=O)CCCC(=O)N1CCC(n2nccc2NC(=O)CCOc2ccccc2)CC1
  -10	-5	-18	-1	-4	-4	6	-2
48) O=C(NC1CC1)c1sc2cc([N+](=O)[O-])ccc2c1Cl
  -15	-9	-21	8	-9	-18	10	-1
49) CCCNC(=O)c1c(CSc2ccc(Cl)cc2)noc1C(=O)NCc1ccccc1
  13	3	20	5	9	25	15	6
50) O=c1c2ccccc2oc2cc(NCCCN3CCOCC3)ccc12
  -184	2	-219	-15	16	-32	10	-14
51) CC(C#N)(Cc1ccccc1)Nc1ccccc1 (centres undefined)
  2	-4	5	-4	1	1	-7	-6
52) O=c1[nH]nc(Cc2ccc([N+](=O)[O-])cc2)c2ccccc12
  -10	0	12	5	4	-9	3	-4
53) O=S(=O)(NCc1ccc(F)cc1)c1ccc(-c2cnc(C3CC3)o2)cc1
  12	3	-19	7	-4	x	13	-4
54) Cc1cc2c(cc1C)CSC(c1ccccc1OC(=O)C(C)(C)C)SC2
  8	1	20	0	-8	-10	10	1
55) Cc1ccccc1Nc1c(C)c(C)nc2ncnn12
  -5	-1	-25	-13	-5	-4	6	-9
56) COCCCN=Cc1c(C)[nH]n(-c2ccc(Br)cc2Br)c1=O
  4	-9	8	-2	-5	-4	-5	3
57) COC(=O)c1ccccc1NC(=O)CSc1nnc(COc2cccc(OC)c2)n1C
  -12	4	-46	-1	-8	11	9	-5
58) COc1ccc(CCN2CC(C(=O)OC(C)C(=O)Nc3cccc(Cl)c3)CC2=O)cc1OC (centres undefined)
  6	-1	13	2	12	0	-9	0
59) O=[N+]([O-])c1cccc(/C=C/C=N/Nc2nc(N3CCCCC3)nc(N3CCCCC3)n2)c1
  -3	-2	0	0	-32	1	18	-8
60) CC1CCc2c(sc3nc(CSc4n[nH]c(N)n4)[nH]c(=O)c23)C1 (centres undefined)
  -7	8	-16	-4	5	-7	13	-5
61) CC1(C)CC(=O)C(C=NCCN2CCN(CC(=O)Nc3ccccc3)CC2)=C(O)C1
  -11	1	8	2	1	-1	4	1
62) CN(CCO)c1ncnc2c1sc1nc(N3CCOCC3)c3c(c12)CCC3
  -10	20	24	-4	25	-1	1	0
63) COc1cccc(C(=O)NCC(c2ccco2)N2CCc3ccccc3C2)c1 (centres undefined)
  -3	35	-8	-9	-4	5	11	0
64) COC(CNC(=O)C(=O)NCC1OCCN1S(=O)(=O)c1ccccc1)OC (centres undefined)
  3	5	3	3	0	-1	4	-3
65) Cc1nn(-c2ccc(C(=O)NCC(c3ccco3)N3CCCC3)cc2)c(C)c1Cl (centres undefined)
  4	-3	-10	-8	6	10	8	-6
66) CCN1CCN(Cc2c(C)[nH]c3ccc(C(=O)OC)cc3c2=O)CC1
  5	-2	8	7	11	2	4	-2
67) CC(=O)C(Sc1ccc2nnc(-c3ccc(C)cc3)n2n1)C(C)=O
  4	3	0	-1	-9	5	1	5
68) COc1ccc(S(=O)(=O)CCC(=O)NC2CCCCC2)cc1
  0	-4	-20	-1	-9	-5	-9	2
69) COc1ccccc1NC(=O)CSc1nc2nc(C)cc(C)c2c(=O)[nH]1
  -2	6	23	0	-5	8	15	2
70) O=C(NCc1cccnc1)C(=O)c1c[nH]c2ccccc12
  -2	-7	15	0	-5	-9	6	-4
71) c1ccc(-c2nc3nc4ccccc4nc3n2Cc2ccco2)cc1
  -82	5	-164	19	2	7	0	6
72) CCn1c(SCC(=O)N=Nc2c(O)[nH]c3ccccc23)nnc1-c1ccc(C(C)(C)C)cc1
  -16	x	17	11	-4	x	2	1
73) Cc1ccc(C)c(NC(=O)COC(=O)CNC(=O)C2CCCCC2)c1
  -2	0	15	-4	-5	7	-3	0
74) Cc1ncc([N+](=O)[O-])n1Cc1ccc(F)cc1
  4	1	-53	-13	-23	x	2	-5
75) CSCCC(NC(=O)COc1ccccc1)C(=O)NCCOc1ccc(C)cc1 (centres undefined)
  7	0	0	11	-4	-5	5	-14
76) O=c1c2c(-c3cccs3)csc2[nH]c(=S)n1-c1ccccc1
  20	8	-10	-1	-19	-12	1	3
77) COc1ccc(Cc2c[nH]c(=O)[nH]c2=O)cc1
  16	-2	8	6	-2	7	-3	7
78) O=c1cc(O)sc2ccccc12
  3	43*	3	5	1	0	-8	-1

Structures from the list above with a nitro group on carbon:
Screens in order: Jurkat NFkB inh	HKDC1 inhibitor	697 NFkB inh	SENP7 block	UBC13 inh	Gli-Sufu block	Apaf-1 inh	SENP8 block
35) O=C(c1ccccc1F)N1CCN(c2ccc([N+](=O)[O-])c3ncccc23)CC1
  22	-4	-18	-4	10	4	-20	-4
48) O=C(NC1CC1)c1sc2cc([N+](=O)[O-])ccc2c1Cl
  -15	-9	-21	8	-9	-18	10	-1
52) O=c1[nH]nc(Cc2ccc([N+](=O)[O-])cc2)c2ccccc12
  -10	0	12	5	4	-9	3	-4
59) O=[N+]([O-])c1cccc(/C=C/C=N/Nc2nc(N3CCCCC3)nc(N3CCCCC3)n2)c1
  -3	-2	0	0	-32	1	18	-8
74) Cc1ncc([N+](=O)[O-])n1Cc1ccc(F)cc1
  4	1	-53	-13	-23	x	2	-5
